Screens as filed in PubChem.
A3A deaminase: inhibitors of human APOBEC3A DNA deaminase | recombinant A3A, FAM/TAMRA ssDNA deamination fluorescence | inhibition, % at 20 µM | 330,000 tested, 0.41% active | AID 493011;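 active means at least 40% inhibition at 20 µM here, with at most 30% in a related deaminase screen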;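 further: plate controls were A3A with DMSO for no effect and wells lacking A3A enzyme for full effect; some results filed as inactive read as strong as hits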
GRIN3A LBD mod: modulators (binders) of human NR3A ligand-binding domain; NR3A LBD differential scanning fluorimetry, Tm shift; 0% = protein alone, 100% = glycine-bound protein; Tm shift relative to glycine control, % at 25 µM; 340,000 tested, 2.5% active; AID 1259313;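 active means melting temperature shift of at least 10% of the positive control shift, at one fixed dose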
Gli-Sufu block: antagonists of Gli-Sufu signaling; 340,000 tested, 0.74% active; AID 588413; Sufu-KO-LIGHT fibroblasts, Gli luciferase reporter luminescence; inhibition, % at 5 µM;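 active means inhibition above about 55%, limit read from the data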;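 further: 0% = DMSO-treated cells and 100% = wells with medium but no cells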
EBI2 block: antagonists of human EBI2 receptor; P32249; EBI2 beta-arrestin recruitment, luminescence, 7a,25-OHC stimulated; inhibition, % at 5 µM; 360,000 tested, 0.81% active; in the data active means inhibition above about 38%;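 further: enzyme fragment complementation signal reports receptor beta-arrestin coupling in cells; 0% = agonist plus DMSO wells and 100% = wells without agonist; some results beyond the cut were filed as inactive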
Target sequence (P32249 whole entry, looked up, the tested form may be a part): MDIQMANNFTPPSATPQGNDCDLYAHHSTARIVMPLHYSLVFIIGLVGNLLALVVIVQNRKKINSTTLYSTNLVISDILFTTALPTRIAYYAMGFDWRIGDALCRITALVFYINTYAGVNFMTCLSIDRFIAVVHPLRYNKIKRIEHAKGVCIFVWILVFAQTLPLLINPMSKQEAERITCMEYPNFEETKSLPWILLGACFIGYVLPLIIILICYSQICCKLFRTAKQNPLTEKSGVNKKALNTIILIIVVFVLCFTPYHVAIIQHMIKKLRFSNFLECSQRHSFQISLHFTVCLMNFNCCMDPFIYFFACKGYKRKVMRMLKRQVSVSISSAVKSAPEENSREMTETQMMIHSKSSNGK
CXCR6 inh: blocks human CXCR6 beta-arrestin recruitment | inhibition, % at 20 µM | CHO-K1 PathHunter CXCR6 beta-arrestin, luminescence | 360,000 tested, 0.36% active | O00574 | AID 602244; in the data active means inhibition above about 34%, passing the limit was not always enough;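 further: antagonist mode with CXCL16 agonist at 10 nM final; 0% = 10 nM CXCL16 with DMSO and 100% = unstimulated wells without agonist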
Target sequence (O00574 whole entry, looked up): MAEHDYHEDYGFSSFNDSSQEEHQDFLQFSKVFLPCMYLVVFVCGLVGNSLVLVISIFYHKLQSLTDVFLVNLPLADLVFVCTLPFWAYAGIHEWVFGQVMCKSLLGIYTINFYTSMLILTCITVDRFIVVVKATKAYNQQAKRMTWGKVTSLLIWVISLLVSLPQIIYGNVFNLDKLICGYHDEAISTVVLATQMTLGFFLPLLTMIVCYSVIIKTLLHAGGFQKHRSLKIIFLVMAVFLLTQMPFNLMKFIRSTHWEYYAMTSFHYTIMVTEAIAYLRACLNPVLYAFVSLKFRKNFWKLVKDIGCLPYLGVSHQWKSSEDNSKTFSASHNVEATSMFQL
MPTP inh: inhibitors of mitochondrial permeability transition pore; inhibition, % at 10 µM; 360,000 tested, 1.4% active; isolated mouse mitochondria, Ca2+ swelling absorbance, 30 min;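 active means inhibition of 50% or more, scaled per plate between neutral and stimulator controls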;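 further: 0% = DMSO wells given calcium and 100% = 1 mM EGTA wells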
A3G deaminase: inhibitors of human APOBEC3G DNA deaminase | Q9HC16 | recombinant A3G, ssDNA deamination FAM/TAMRA fluorescence | inhibition, % at 20 µM | 330,000 tested, 0.28% active;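 active means inhibition of at least 40% at 20 µM, with no more than 30% in the related APOBEC3A deaminase screen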;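 further: plate controls were DMSO wells with A3G for no effect and wells lacking A3G enzyme for full effect; some compounds called inactive have numbers as strong as hits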
Target sequence (Q9HC16 whole entry, looked up): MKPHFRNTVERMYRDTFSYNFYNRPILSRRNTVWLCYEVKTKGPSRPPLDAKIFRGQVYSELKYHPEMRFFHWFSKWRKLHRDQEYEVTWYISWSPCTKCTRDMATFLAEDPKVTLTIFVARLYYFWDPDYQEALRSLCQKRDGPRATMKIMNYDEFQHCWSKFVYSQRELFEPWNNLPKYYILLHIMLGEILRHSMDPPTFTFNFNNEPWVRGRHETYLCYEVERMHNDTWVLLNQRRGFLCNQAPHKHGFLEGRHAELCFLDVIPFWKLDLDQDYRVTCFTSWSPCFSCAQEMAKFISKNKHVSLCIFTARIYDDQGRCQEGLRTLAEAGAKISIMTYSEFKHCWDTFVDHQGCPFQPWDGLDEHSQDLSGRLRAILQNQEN
CCR6 antagonist: blocks CCL20-driven beta-arrestin recruitment at human CCR6 | P51684 | CHO-K1 CCR6 PathHunter beta-arrestin, luminescence, CCL20-stimulated | inhibition, % at 20 µM | 340,000 tested, 0.49% active | AID 493098;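 active means compounds whose inhibition of the agonist-driven luminescence signal at 20 µM reaches about 50%, limit read from the data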;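 further: cells stimulated with CCL20 at 14 nM final; plate controls were DMSO with CCL20 for no effect and DMSO without agonist for full effect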
* marks the source's active call; other numbers are inactive results; x = no result given. No enrichment for hits (roughly 5.8% active in at least one column).

SMILES	A3A deaminase	GRIN3A LBD mod	Gli-Sufu block	EBI2 block	CXCR6 inh	MPTP inh	A3G deaminase	CCR6 antagonist
COc1ccc(C(=O)N2CCN(c3ccc(N4CCOCC4)nn3)CC2)cc1OC	-4	0	-7	-2	-9	-1.0	-6	4
CCOC(=O)CN1C(=O)C(O)=C(C(C)=O)C1c1ccc(F)cc1 (centres undefined)	-4	0	-4	4	-3	-2.3	1	5
COCc1ccc(C(=O)N2CCCC(C(=O)c3cccc(C(F)(F)F)c3)C2)o1 (centres undefined)	1	0	4	5	5	1.7	-4	2
CN(C(=O)CCc1nnc(-c2ccc(-c3ccccc3)cc2)o1)C1CCOCC1	-3	2	14	2	-7	0.1	-12	-2
C(=N\N1CCN(Cc2cccc3ccccc23)CC1)/c1cccnc1	3	-3	15	0	0	0.1	3	-2
O=C(CSc1ccccc1C(=O)NCCCN1CCCC1=O)NCc1ccco1	-4	0	6	5	4	-4.0	-6	-11
Nc1c(C(=O)CSc2ncccn2)c(=O)[nH]c(=O)n1C1CC1	0	1	-11	-7	-2	-1.5	-4	-3
COc1ccc(C(=O)CSc2nnc(-c3cccnc3)n2Cc2ccco2)cc1	-5	1	5	-2	5	21	-8	-7
Nc1ccc(O)cc1C(=O)OCC(=O)C12CC3CC(CC(C3)C1)C2	2	-13	-1	10	-12	1.2	-2	-19
CCN1Cc2c(cc(OC)c(OC)c2OC)-c2ccccc2S1(=O)=O	-1	3	3	-8	3	-1.4	-2	30

Among those listed so far, 3 contain a furan ring, fused or not:
SMILES	A3A deaminase	GRIN3A LBD mod	Gli-Sufu block	EBI2 block	CXCR6 inh	MPTP inh	A3G deaminase	CCR6 antagonist
COCc1ccc(C(=O)N2CCCC(C(=O)c3cccc(C(F)(F)F)c3)C2)o1 (centres undefined)	1	0	4	5	5	1.7	-4	2
O=C(CSc1ccccc1C(=O)NCCCN1CCCC1=O)NCc1ccco1	-4	0	6	5	4	-4.0	-6	-11
COc1ccc(C(=O)CSc2nnc(-c3cccnc3)n2Cc2ccco2)cc1	-5	1	5	-2	5	21	-8	-7

Additional structures
SMILES	A3A deaminase	GRIN3A LBD mod	Gli-Sufu block	EBI2 block	CXCR6 inh	MPTP inh	A3G deaminase	CCR6 antagonist
NC(=O)C1CNc2ccccc2O1 (centres undefined)	-3	-8	13	-2	-10	-1.9	-5	28
CN(C)CCCNC(=O)/C=C/c1ccc(OCc2c(F)cccc2Cl)cc1	4	-2	7	20	-15	2.2	-4	27
Cc1cccc(NC(=O)CSc2nc3sc(C)cc3c(=O)n2C)c1	x	1	11	-6	-1	0.6	x	17
Cc1ccc(C)c(N2CCN(C(=O)CCC(=O)Nc3nnc(C(F)(F)F)s3)CC2)c1	-5	-5	6	-3	-1	0.0	-7	8
Cn1c(=O)c2c(nc(NCCCN3CCOCC3)n2Cc2ccc(Cl)cc2)n(C)c1=O	1	-1	9	-1	6	-1.7	0	-6
COc1cc(C(=O)NC(=S)Nc2ccc3c(c2)C(=O)N(C)C3=O)cc(OC)c1OC	1	-1	3	0	11	0.9	2	42
C=CCOc1nc2c(c(=O)n(Cc3ccc(Cl)cc3)c(=O)n2C)n1C	-2	4	-5	-1	0	-1.1	-4	16
Cc1[nH]c2ccccc2c1SCC(=O)N1CCCc2ccccc21	-2	-4	-1	8	0	-0.9	-5	0
Cn1c(/C(C#N)=C(\O)c2ccc(Cl)s2)nc2ccccc21	-1	1	-29	-11	6	-0.9	-5	21
O=C(NC1CCN(C(=S)Nc2ccc(Cl)cc2)CC1)C1CCCCC1	-7	0	52	-2	1	1.1	0	12
COc1cc(C(C)=O)ccc1OCC(=O)OCC(=O)c1cc(C)n(CC2CCCO2)c1C (centres undefined)	-3	2	4	-4	-1	-0.5	-9	6
O=C(c1cc(F)c(F)cc1Cl)N1CCCCC1	-6	-7	-9	5	2	-0.3	3	1
CCn1c(=O)c2cc(C(=O)N3CCOCC3)sc2c2ccccc21	-1	-3	4	-9	-4	-0.3	-4	3
Cc1ccc(/C=N/NC(=O)c2ccc(-n3cnnn3)cc2)cc1	1	-2	0	-8	0	-0.8	-2	4
O=C(COC(=O)c1cc([N+](=O)[O-])ccc1NCc1ccccc1Cl)NCC(F)(F)F	-8	-4	2	18	2	-19	-13	7
O=C(CSc1nnc2c3c4c(sc3ncn12)CCCC4)NCc1ccco1	5	0	6	5	3	0.7	0	19
CC(=O)Nc1ccc(S(=O)(=O)N(C)CC(=O)OC(C)C(=O)N(C)Cc2ccccc2)cc1 (centres undefined)	-5	-2	-7	5	-12	0.4	-9	-8
O=[N+]([O-])c1ccc(Oc2cccc3cccnc23)c(Cl)c1	-3	2	-1	-8	12	-0.3	-7	3
COc1ccc(-c2nc(-n3c(C)c(C(C)=O)c(C(C)=O)c3C)sc2C)cc1	-3	-4	18	7	5	1.6	-8	10
Cn1c(=O)c2cc(NCc3ccccc3)nnc2n(C)c1=O	-4	-1	-6	5	-4	-2.8	8	-10
CC1CCN(CCOCCOc2ccc(Cl)cc2Br)CC1	2	1	-21	2	4	1.1	2	14
CC(=O)Nc1ccc(C(=O)NC(C)c2ccc(-n3ccnc3)cc2)cc1 (centres undefined)	2	-1	-9	13	2	-0.6	16	6
CC(=O)Nc1ccc(N(C(=O)c2ccco2)C(C(=O)NC2CCCCC2)c2ccccc2)cc1 (centres undefined)	5	1	-7	8	10	-0.4	1	9
COCCNC(=S)N/N=C(\C)c1cccc([N+](=O)[O-])c1	-3	-2	8	-1	1	2.6	-8	-10
CN(Cc1ccccc1)C(=O)c1[nH]cnc1C(=O)NCC(=O)OC(C)(C)C	0	-1	-9	-6	6	-0.3	-5	-2
CC(C)(C)OC(=O)N1CCC(NC(=O)c2nc[nH]c2C(=O)NCC(=O)OCc2ccccc2)CC1	-4	0	-9	11	-1	0.2	-12	-4
Cc1ccc(-n2c(C)nc3c(cnn3-c3ccc(C)c(C)c3)c2=O)cc1C	1	0	-36	15	-2	-0.9	-6	22
CC(C)Cc1nnc(NC(=O)CCC(=O)NC2CCCCC2)s1	-2	-2	2	6	3	-2.7	-9	14
COc1ccc(N2C(=O)CC(N3CCN(c4cccc(Cl)c4)CC3)C2=O)cc1 (centres undefined)	-7	0	27	-1	5	0.4	-7	9
Cn1c(Cn2cnc3ccccc32)nnc1SCc1ccccc1	1	0	6	-6	6	0.4	-1	5
C/C(=C/c1oc2ccc(O)cc2c1[N+](=O)[O-])N(C)C	0	1	-12	8	32	4.0	0	50
Clc1ccccc1-c1nn2c(-c3ccccn3)nnc2s1	0	1	2	-11	3	1.9	-1	6
Cc1cc(=O)oc2cc(OCC(=O)OCC(=O)Nc3ccc(C(C)C)cc3)ccc12	-2	-4	-13	-1	8	0.8	-8	7
CC(OC(=O)CCN=C1NS(=O)(=O)c2ccccc21)C(=O)N(C)C1CCCCC1 (centres undefined)	-3	0	2	-2	-10	-0.2	-9	7
CC(=O)NC(C)C(=O)OCC(=O)c1ccc(Cl)s1 (centres undefined)	-2	-1	3	-5	2	0.9	-3	15
Cc1ccc2nc(NCc3ccc(F)cc3)c3nncn3c2c1	0	-1	-1	2	5	0.1	-4	3
CCCNC(=O)CSc1nc2ccccc2c(=O)n1CCC	-5	0	-2	-11	4	-2.7	-7	13
Cc1ccc2c(c1)CCCN2C(=O)c1ccoc1C	-5	1	0	9	2	-1.5	-5	-13
Cc1cccc(NS(=O)(=O)c2cccc(C(=O)NCc3ccccc3CN3CCOCC3)c2)c1	1	1	1	1	-6	0.3	-5	14
COc1ccc(C2NN=C(c3ccc(C)cc3)S2)cc1 (centres undefined)	x	-14	-76	11	1	-0.7	x	6
CCCC(=O)NCCc1cc2ccc(C)c(C)c2[nH]c1=O	-1	-1	-10	-1	-4	0.5	-1	-14
CCOC(=O)C1=C(COC(=O)c2ccc(OC)c(OC)c2OC)NC(=O)NC1C (centres undefined)	0	0	8	-19	0	0.0	-2	0
COC(=O)C1=C(C(=O)OC)[C@@H]2N(Cc3ccccc3)c3ccccc3[C@@]23C[C@@H](C(=O)OC)N(C(=O)c2cccs2)C3=N1	2	-1	0	7	2	2.1	3	4
COc1ccc(C2=CN(Cc3ccccc3)C(c3ccccc3)CC2=O)cc1 (centres undefined)	-2	-1	-24	-9	-7	-1.4	-2	16
COc1cc(C)c(Br)cc1S(=O)(=O)NCCCN1CCOCC1	1	0	-2	-6	8	-1.7	-3	8
CCN1C(=O)/C(=C\N2CCN(c3cccc(Cl)c3)CC2)SC1=S	2	-5	2	6	9	-3.5	1	6
Cc1cc(Nc2nc3ccccc3nc2Cl)n(-c2ccccc2C)n1	-4	0	-1	9	-1	0.6	-6	15
CCC(C)NC(=O)CN1C(=O)NC2(CCc3ccccc3C2)C1=O (centres undefined)	3	0	1	-8	-3	-0.9	-4	12
O=C(NC1CCCC1)c1cc2c(=O)n3ccccc3nc2s1	2	0	-21	-5	3	-2.6	-5	-1
C=CCN(CC(=O)c1sc(C(=O)OCC)nc1C)c1cccc(Br)c1	-2	-2	15	-1	9	1.5	-7	15

The list continues.
SMILES	A3A deaminase	GRIN3A LBD mod	Gli-Sufu block	EBI2 block	CXCR6 inh	MPTP inh	A3G deaminase	CCR6 antagonist
CCn1c(SCC(=O)NC2CCCC2)nc2c1c(=O)n(C)c(=O)n2C	-3	0	5	-16	1	-1.1	-6	-3
Cc1ccc(S(=O)(=O)CCC(=O)OCC(=O)NCc2ccccc2)cc1	4	0	-27	2	4	1.2	5	8
COC(=O)C1=C(C(=O)OC)SC(=C2C(=S)C(C)(C)N(C(=O)CC(C)C)c3ccccc32)S1	0	-1	1	56*	31	34	0	49
CN(CC(=O)Nc1ccc(Cl)c(C(F)(F)F)c1)C(=O)c1cccs1	1	-2	19	-13	2	-2.4	3	0
CCOC(=O)c1c(N)sc(C(O)(C(F)(F)F)C(F)(F)F)c1-c1ccc(Cl)cc1	-2	10	-6	-3	-2	5.2	-8	-2
Nc1ccc2nc(SCC(=O)N3CCOCC3)sc2c1	-4	-1	-21	-9	-22	-1.3	-2	3
O=C(O)Cc1cn(-c2ccccc2)nc1-c1ccccc1	5	-2	10	-12	-4	2.7	-1	-5
O=C(/C=C/c1ccc(OC(F)F)cc1)OCC(=O)N1CCN(C(=O)c2ccco2)CC1	5	2	39	3	7	3.4	-4	3
O=C(CCNC(=O)C1CCN(S(=O)(=O)c2ccccc2)CC1)NCc1ccncc1	-9	-1	2	-6	-7	-0.3	-8	-3
Cc1cc(C)c(NC(=O)c2ccc[n+](Cc3ccc([N+](=O)[O-])cc3)c2)c(C)c1	4	-1	1	-7	1	-0.8	-1	-11
COc1cc(C(C)=O)cc(OC)c1O	x	0	2	0	-9	-0.9	x	-8
CCOc1ccccc1N1CCN(C(=O)c2cc(C)oc2C)CC1	1	-2	9	7	1	-2.3	-1	4
COC(=O)CC1C(=O)NCCN1C(=O)c1ccc(S(=O)(=O)N2CCOCC2)cc1 (centres undefined)	3	-1	-19	-1	-2	1.1	0	-7
N/C(CN1CCCC1=O)=N\OC(=O)c1ccc(Cl)c(Cl)c1	-4	-10	3	-27	-22	0.1	-6	-18
Cc1cc(C)c2c(=O)[nH]c(SCC(=O)Nc3cccc(S(=O)(=O)N(C)C)c3)nc2n1	-2	0	-5	-7	4	-1.3	-8	-1
N=C1/C(=C/c2cccn2Cc2ccc(Cl)cc2)C(=O)N=C2SC=CN12	-2	8	3	13	14	-11	-3	23
Cc1cc(-c2c(C(=O)N3CCOCC3)c(C)nn2-c2cccc(C(F)(F)F)c2)no1	0	0	6	-6	-8	5.3	-2	0
CCCCOc1ccc(S(=O)(=O)N2CCN(C)CC2)cc1	-6	-1	8	-4	-8	-0.1	-6	10
O=C(NCc1cc(C(F)(F)F)cc(C(F)(F)F)c1)C1CC(c2c(Cl)cccc2Cl)=NO1 (centres undefined)	-2	-3	14	21	6	-0.2	0	19
CCSc1nc(-c2ccccc2)c(-c2ccccc2)n1CC(O)CO (centres undefined)	1	-2	4	-4	-3	-1.1	-3	14
